Assay outcomes deposited in PubChem by National Center for Advancing Translational Sciences (NCATS).
AmpC inh detg: qHTS Inhibitors of AmpC Beta-Lactamase (assay with detergent); P00811; AmpC hydrolysis of nitrocefin, absorbance 480 nm, 0.01% Triton; Potency, µM (doses to about 114 µM), for the others: at the top dose activity change, negative = inhibition, hits mostly inhibitors; hit rate 0.041% among 370,000;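 also: potency is read from the fitted curve at half-maximal effect; 0% = no-compound wells and -100% = no-enzyme wells; nearly all actives have a fitted effect of over 25% in size; some results filed as inactive show a strong effect at the top dose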
Target sequence (P00811 whole entry, looked up): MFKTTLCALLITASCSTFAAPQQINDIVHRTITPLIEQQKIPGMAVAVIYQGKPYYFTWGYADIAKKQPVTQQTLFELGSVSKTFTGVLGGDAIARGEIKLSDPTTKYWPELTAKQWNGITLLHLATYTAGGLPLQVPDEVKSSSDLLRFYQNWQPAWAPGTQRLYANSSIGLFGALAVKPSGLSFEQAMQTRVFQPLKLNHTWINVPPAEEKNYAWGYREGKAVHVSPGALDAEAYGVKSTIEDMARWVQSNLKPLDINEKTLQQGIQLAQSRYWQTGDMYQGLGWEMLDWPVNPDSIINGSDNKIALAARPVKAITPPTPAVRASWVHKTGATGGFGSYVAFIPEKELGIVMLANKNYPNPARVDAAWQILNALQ
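20 mM phosphate pH 7.0 + 0.01% (detergent screen) or 0.0001% Triton X-100; 5.3 nM AmpC reagent; cpd preinc 15 min RT; nitrocefin (800 uM stock) to start; A480 q20 s × 4 min; Activity was normalised to no-enzyme and no-compound control wells.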
Sm TGR inh: qHTS Assay for the Inhibitors of Schistosoma Mansoni Peroxiredoxins | Potency, µM (titrated, usually from 114 µM), without a hit: top-dose activity change, negative = inhibition, actives largely listed as inhibitors | AID 485364, 2010 | hit rate 3% among 360,000 | purified TGR, DTNB reduction, TNB absorbance 405 nm; also: potency is read from the fitted curve at half-maximal effect; nearly all actives have a fitted effect of over 60% in size
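TGR 20 nM + NADPH 100 uM (dispensed conc.), cpd preinc 15 min RT; start with NADPH (500 uM addition) then DTNB (15 mM addition). Kinetic TNB absorbance, 405 nm filter. Four-parameter Hill fit across titration.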
AMA1-RON2 inh: qHTS for Inhibitors of AMA1-RON; Towards Development of Antimalarial Drug Lead: Primary Screen. Plasmodium falciparum AMA1 (3D7) - RON2 peptide interaction. Potency, µM (highest dose often 58.2 µM), inactives show at the highest dose activity change, negative = inhibition, usual class: inhibitors. AlphaScreen AMA1-biotinylated RON2 peptide binding. hit rate 0.2% among 360,000;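 also: potency is read from the fitted curve at half-maximal effect; 0% = vehicle wells and -100% = peptide control; nearly all actives have a fitted effect of over 45% in size; some results filed as inactive show a strong effect at the top dose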
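AMA1 (3D7) with his tag at 25 nM final met compounds first, then biotinylated RON2 peptide at 25 nM; detection used donor plus acceptor beads, 10 µg/mL apiece, read by AlphaScreen after 30 min at room temperature.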
HCMV inh: qHTS Assay for inhibitors of the human cytomegalovirus (HCMV) | hit rate 4.5% among 410,000 | HFF cells, HCMV-luciferase reporter, 72 h; hits give low values | activity change, negative = inhibition, % at 57.5 µM; in the data active = activity change below about -60%; inconclusive = no clear call, values can overlap the other calls; inactive = above about -39%
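Human foreskin fibroblasts infected with luciferase-reporter HCMV at MOI 1 PFU/cell, compounds at two doses. Luciferase measured 72 h post infection; normalized to buffer-only basal and Salinomycin (10uM) controls.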
HCV inh: qHTS Assay for Inhibitors of Hepatitis C Virus (HCV); Potency, µM (doses to about 41.8 µM), without a hit: at the highest dose activity change, negative = inhibition, hits mostly inhibitors; Huh7.5.1 HCVcc-Cre infection, luciferase reporter, 44 h; AID 651820, 2012; hit rate 3.4% among 340,000; also: potency is read from the fitted curve at half-maximal effect
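Cells (1,000/well) were plated 4 h before compound, then infected with HCVcc-Cre virus (~0.5 moi). After 44 h further culture, infection was read as luciferase luminescence following a 15 min substrate incubation at room temperature.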
FBPA Giardia inh: qHTS Assay for Inhibitors of Fructose-1,6-bisphosphate Aldolase from Giardia Lamblia. Potency, µM (doses to about 59.6 µM), without a hit: at the highest dose activity, negative = inhibition, hits mostly inhibitors. A8B2U2. hit rate 0.71% among 290,000. purified Giardia FBPA; also: potency is read from the fitted curve at half-maximal effect; nearly all actives have a fitted effect of over 55% in size
Target sequence (A8B2U2 whole entry, looked up): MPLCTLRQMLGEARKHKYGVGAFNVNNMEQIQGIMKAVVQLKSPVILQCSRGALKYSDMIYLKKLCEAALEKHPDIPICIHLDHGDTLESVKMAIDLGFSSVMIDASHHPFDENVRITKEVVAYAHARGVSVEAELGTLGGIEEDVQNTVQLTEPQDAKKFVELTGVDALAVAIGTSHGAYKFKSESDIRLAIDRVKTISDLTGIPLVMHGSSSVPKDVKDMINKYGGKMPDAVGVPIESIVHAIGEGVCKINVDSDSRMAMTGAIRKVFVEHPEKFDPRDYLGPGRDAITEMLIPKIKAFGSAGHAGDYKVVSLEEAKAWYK
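40 nM FBPA preincubated 10 min at RT with compound (up to 57.5 uM final), then substrate plus GAPDH/TPI/NAD/arsenate coupling and diaphorase/resazurin added. Fluorescence read after 20 min at RT, 525/598 nm.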
The depositor's hits bear a star; u = inconclusive; x = not tested or not shown; & = joins results of further samples; [ ] = remark or other dose. Unless noted, calls follow the shape of the dose curve; as a rule, active = well fitted curve in the direction sought with a large enough effect; inconclusive = small, poorly fitted or top-dose-only effect, or another doubt; inactive = no such curve, though single readings can be large; an effect the other way counts as inactive or inconclusive. Unless noted, % is scaled to controls: 0 for no effect and ±100 for the full control effect.

SMILES	AmpC inh detg	Sm TGR inh	AMA1-RON2 inh	HCMV inh	HCV inh	FBPA Giardia inh
COc1cccc(NC(=O)CN(C)C(=O)c2cccc(NS(=O)(=O)c3ccc(Br)cc3)c2)c1	x	x	-4.6%	0.0	-24.9%	x
Cc1cc(NC(=O)C(C)SCC(=O)Nc2ccccc2N2CCCC2)no1 (centres undefined)	9.0%	-18.6%	10.5%	-9.3	-5.0%	x
Cc1ccc2cccc(NC(=O)c3ccc(-c4cccc([N+](=O)[O-])c4)o3)c2n1	-5.6%	-12.6%	x	-21.6	x	x
Cc1cc(C)c2nc(N3CCCC(C(=O)NCc4cccc(Br)c4)C3)sc2c1 (centres undefined)	13.5%	4.9%	x	8.9	x	x
CCCCNS(=O)(=O)c1ccc2nc(SCC(=O)Nc3cccc(F)c3)[nH]c2c1	-8.6%	4.2%	7.0%[2.32 µM]	-35.5	9.2%	-15.6%
COC(=O)c1c(C(=O)OC)c(-c2ccc(F)cc2)n2c1CSC2	-0.5%	-11.0%	-2.0%	40.9	u	-3.2%
COC(=O)[C@@H]1CCCN1Cc1nc(Cc2ccccc2F)no1	-0.3%	-4.2%	-3.6%	-17.8	18.8%	-3.7%
COc1cc(CN(C(=O)c2ccc(OC(C)C)cc2)C2CCS(=O)(=O)C2)cc(OC)c1OC (centres undefined)	-0.1%	-3.7%	x	-2.5	x	x
CN(C)Cc1nc2c(c(=O)[nH]1)C1(CCCCC1)Cc1ccccc1-2	u	3.7%	35.1%[activator]	-32.7	u	0.6%
CN(C)CC(O)COc1ccc(-c2ccc(C#N)cc2)cc1 (centres undefined)	u	-5.1%	x	13.3	x	-2.8%
Cc1cccc(C)c1NC(=O)c1cc2c(=O)c3ccccc3oc2nc1C(F)(F)F	u	12.4%	-8.3%	-14.8	5.6%	6.4%
CCOc1cc(/C=N/Nc2cc(C)nc(-n3nc(C)cc3C)n2)ccc1O	-3.9%	3.6%	84.0%[activator]	-77.7*	u	1.9%
O=S(=O)(NCC1CC1)c1ccc(F)c(Cl)c1	-13.1%	-0.8%	-27.8%	8.7	6.8%	-2.9%
CC1(C)CC(=O)c2cc(C(=O)Nn3cnnc3)c(=O)n(-c3ccccc3)c2C1	7.1%	1.3%	u	-38.6	17.6%	-0.3%
O=C(Nc1nnc(-c2ccc(Cl)cc2)o1)c1ccc(N2C(=O)CCC2=O)cc1	u	3.2%	56.8%[activator]	-23.8	-6.8%	22.8%
Cc1cccc(-c2nc(CSCC(=O)N3CCN(c4ccccn4)CC3)c(C)o2)c1	-13.6%	-33.5%	-11.8%	-66.2*	11.2µM*	3.2%
COc1ccccc1-n1c(Cc2cccs2)n[nH]c1=S	-11.5%	-20.3%	-25.9%	-0.4	5.0%	-8.3%
N#Cc1c(NC(=O)CN2CCCCC2)sc2c1CCC2	u	-1.7%	-1.1%	5.8	2.8%	u
COc1ccc(/C=C/C(=O)NC(=S)NCCc2ccc(OC)c(OC)c2)cc1	u	2.7%	30.4%[activator]	-61.8*	u	0.8%
COC(=O)c1ccc(-n2c(C)ccc2-c2ccccc2)cc1	-1.3%	-21.9%	-17.4%	22.9	-24.9%	5.5%
Cc1ccccc1-c1nn2c(=O)cc(CN3CCN(S(=O)(=O)c4ccc(Cl)cc4)CC3)nc2s1	-1.6%	1.0%	x	26.2	x	x
Cc1nn(C)c(C)c1CN(C)C(=O)C1c2ccccc2Oc2ccccc21	-7.0%	-17.4%	-2.2%	10.3	13.1%	1.6%
Cc1cccc(N2CCN(Cc3nc(-c4ccc(F)cc4F)oc3C)CC2)n1	6.7%	-13.5%	-7.2%	-28.2	u	2.7%
COC(=O)c1sc(NC(=O)C2c3ccccc3Oc3ccccc32)c(C(=O)OC)c1C	2.3%	13.5%	-6.3%	-19.9	u	-0.6%
O=C(c1ccccc1C(=O)N1CCN(c2ccccc2F)CC1)N1CCN(c2ccccc2F)CC1	u	-3.0%	0.3%	-10.2	-15.9%&3.1%	-2.5%
CCCOc1ccc(/C=C/C(=O)O)cc1OC	-5.2%	2.6%	-18.5%	-1.2	14.3%	5.6%
CNC(=O)c1ccc(Nc2nnc(-c3ccc(C)c(S(=O)(=O)N4CCCCC4)c3)c3ccccc23)cc1	-3.2%	-6.4%	x	-4.4	x	x
CCOc1ccc(C(=O)CN2CCN(S(=O)(=O)c3ccc(Cl)cc3)CC2)cc1	-4.5%	31.6µM*	-3.5%	23.8	-19.9%	-7.3%
COc1ccc(OCC(=O)NS(=O)(=O)c2ccccc2)cc1	-15.2%	5.2%	13.8%	-38.4	8.5%	10.3%
O=C1OCCN1N=Cc1ccco1	x	x	-0.6%	-28.7	13.3%	x
CCOC(=O)c1ccc(NC(=O)c2ccccc2N(C)S(=O)(=O)c2ccccc2)cc1	-0.6%	-17.9%	4.6%	18.5	-20.8%	0.1%
Cc1cccc(C)c1NC(=O)COC(=O)c1ccc(N2CCCC2)c([N+](=O)[O-])c1	-6.6%	-0.8%	-2.3%	-7.2	u	3.6%
CN(C)C(=O)CCCc1nc(-c2ccc(Cl)cc2)no1	-0.9%	43.7%[activator]	-5.5%	28.5	u	0.2%
CCOC(=O)c1ccc(NC(=O)COc2cccc3c(=O)n(C)ccc23)cc1	-3.8%	u	x	5.7	x	x
CSc1nc(C)nc(C2CC2)c1C#N	-5.2%	3.8%	14.3%	35.8	3.8%	5.8%
CCc1cc(=O)oc2cc(C)cc(OCC(=O)NCCc3c[nH]c4ccccc34)c12	u	3.2%	4.3%	-23.0	2.24µM*	8.6%
Cc1ccc(C)c(N2CCN(C(=O)Cn3c(=O)oc4cc(S(=O)(=O)N5CCCC5)ccc43)CC2)c1	-2.3%	8.8%	-4.8%	-2.7	-12.3%	8.9%
C=CCn1c(CNC(=O)c2ccco2)nnc1SCC(=O)c1ccc(OC)cc1	-0.5%	-29.4%	15.1%	12.8	1.7%	2.5%
Cc1ccc(CO/N=C/C2=C(Cl)c3ccccc3CC2)cc1	-6.8%	0.0%	34.1%[activator]	9.1	0.4%	4.5%
COc1ccc2c3c(ccc2c1)C(=O)/C(=C/O)CC3	x	x	33.3%[activator]	9.9	-31.8%	x

Gathered by group: those above with an aryl thioether with sulfur outside any ring (3)
SMILES	AmpC inh detg	Sm TGR inh	AMA1-RON2 inh	HCMV inh	HCV inh	FBPA Giardia inh
CCCCNS(=O)(=O)c1ccc2nc(SCC(=O)Nc3cccc(F)c3)[nH]c2c1	-8.6%	4.2%	7.0%[2.32 µM]	-35.5	9.2%	-15.6%
CSc1nc(C)nc(C2CC2)c1C#N	-5.2%	3.8%	14.3%	35.8	3.8%	5.8%
C=CCn1c(CNC(=O)c2ccco2)nnc1SCC(=O)c1ccc(OC)cc1	-0.5%	-29.4%	15.1%	12.8	1.7%	2.5%

(list continues)
SMILES	AmpC inh detg	Sm TGR inh	AMA1-RON2 inh	HCMV inh	HCV inh	FBPA Giardia inh
CCOC(=O)c1c(NC(=O)C2CCCN(S(=O)(=O)c3ccccc3)C2)sc2c1CCCC2 (centres undefined)	-7.3%	-14.3%	0.0%	u	5.62µM*	-1.4%
C[C@H]1CN=C(N(C)C)N1CCCC1CCCC1	-5.3%	-2.3%	4.9%	7.8	-24.8%	x
Cc1nonc1NC(=O)CSc1nc(CCC2CCCC2)nc2ccccc12	-5.5%	2.7%	11.7%	0.0	4.2%	1.6%
COc1ccc(CNC(=O)CCn2nc(C)c3c(C)n(-c4ccccc4)nc3c2=O)cc1OC	24.7%	1.8%	x	-2.4	x	x
COc1nn(CC(=O)N2N=C(C)CC2(O)C(F)(F)F)cc1[N+](=O)[O-] (centres undefined)	1.2%	-17.6%	37.1%[activator]	-14.1	14.9%	-0.2%
Cn1cccc1CC(=O)N/N=C/c1cc([N+](=O)[O-])ccc1Cl	-0.2%	-13.9%	-4.2%	0.6	u	-10.1%
COc1ccc(-c2nnc(NC(=O)c3ccc4c(c3)OCCO4)o2)cc1	0.4%	5.0%	121.7%[activator]	-23.2	3.9%	u
CC(C)(CO)NC(=O)c1ccc2nc(Cc3cccc(Cl)c3)oc2c1	u	6.8%	-8.8%	83.7	-16.5%	11.0%
Cc1nc2c(-c3ccc(F)cc3)c(C)nn2c(C)c1CCC(=O)Nc1ccccc1F	-8.6%	9.3%	3.0%	-24.0	-14.3%	0.0%
COCCN(C(=O)CSc1nnc(-c2cccc(OC)c2)n1C)c1c(N)n(Cc2ccccc2)c(=O)[nH]c1=O	0.4%	4.6%	x	x	x	8.2%
Cc1ccc(/C=C2/Sc3ccc(C(=O)NCCN4CCOCC4)cc3NC2=O)cc1	-3.4%	6.3%	0.4%	0.0	-0.4%	x
Nc1nonc1-n1nnc(C(=O)N/N=C/c2cccc(Cl)c2)c1CN1CCCC1	x	x	22.9%	23.8	8.4%	x
COc1ccc(C2=NS(=O)(=O)N(C)C(C(=O)Nc3ccc(C(C)=O)cc3)=C2)cc1OC	-5.6%	5.0%	-4.0%	u	11.2µM*	0.0%
CCOC(=O)N1CCN(C(=O)/C=C/c2ccc3c(c2)OCO3)CC1	-8.4%	5.0%	5.1%	6.4	6.7%	0.8%
C=CCOc1ccc(/C=N/NC(C)=O)cc1OCC	-2.4%	1.4%[57.1 µM]	3.2%	-31.2	-1.5%	0.8%
CC(C)Cn1cnc2c(SCc3ccccc3)nc(N)nc21	x	x	-1.2%	2.9	-26.9%	x
COc1cc(C(=O)NC(C)c2cccc3ccccc23)cc(OC)c1OC (centres undefined)	5.9%	0.7%	-6.1%	27.3	-25.5%	14.0%
Cc1ccc(NC(=O)c2ccc(NC(=O)N3CCSc4ncccc43)cc2)c(Cl)c1	-0.7%	0.7%	x	u	x	x
COc1ccccc1C(=O)n1nc(-c2ccccc2)nc1NCc1ccco1	-11.0%	0.3%	-8.5%	-1.5	u	-0.9%
O=c1[nH]c(=O)n(C2CCCCC2)c(O)c1C1=Nc2ccccc2SC(c2ccc(Cl)cc2)C1 (centres undefined)	-5.6%	0.5%	x	-6.0	x	x

Copied from the entries so far for reference:
SMILES	AmpC inh detg	Sm TGR inh	AMA1-RON2 inh	HCMV inh	HCV inh	FBPA Giardia inh
CC(C)Cn1cnc2c(SCc3ccccc3)nc(N)nc21	x	x	-1.2%	2.9	-26.9%	x
COc1cc(C(=O)NC(C)c2cccc3ccccc23)cc(OC)c1OC (centres undefined)	5.9%	0.7%	-6.1%	27.3	-25.5%	14.0%
Cc1ccc(NC(=O)c2ccc(NC(=O)N3CCSc4ncccc43)cc2)c(Cl)c1	-0.7%	0.7%	x	u	x	x
COc1ccccc1C(=O)n1nc(-c2ccccc2)nc1NCc1ccco1	-11.0%	0.3%	-8.5%	-1.5	u	-0.9%
O=c1[nH]c(=O)n(C2CCCCC2)c(O)c1C1=Nc2ccccc2SC(c2ccc(Cl)cc2)C1 (centres undefined)	-5.6%	0.5%	x	-6.0	x	x
